AmpC inh detg – AmpC beta-lactamase inhibition with detergent present | P00811 | AmpC hydrolysis of nitrocefin, absorbance 480 nm, 0.01% Triton | Potency, µM (doses to about 114 µM), without a hit: top-dose activity change, negative = inhibition, hits mostly inhibitors | 370,000 tested, 0.041% active;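 also: potency is read from the fitted curve at half-maximal effect; 0% = no-compound wells and -100% = no-enzyme wells; nearly all actives have a fitted effect of over 25% in size; some results filed as inactive show a strong effect at the top dose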
Target sequence (P00811 whole entry, looked up): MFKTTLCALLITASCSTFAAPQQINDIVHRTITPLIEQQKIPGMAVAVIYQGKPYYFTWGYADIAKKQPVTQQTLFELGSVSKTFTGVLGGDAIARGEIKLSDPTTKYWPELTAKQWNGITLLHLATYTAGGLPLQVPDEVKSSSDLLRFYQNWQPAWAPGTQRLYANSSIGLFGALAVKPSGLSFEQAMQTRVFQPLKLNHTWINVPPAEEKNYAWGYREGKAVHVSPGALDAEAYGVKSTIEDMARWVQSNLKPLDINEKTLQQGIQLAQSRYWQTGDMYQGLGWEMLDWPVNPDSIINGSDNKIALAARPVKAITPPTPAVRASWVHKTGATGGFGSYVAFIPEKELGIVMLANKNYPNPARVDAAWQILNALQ
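20 mM phosphate pH 7.0 + 0.01% (detergent screen) or 0.0001% Triton X-100; 5.3 nM AmpC reagent; cpd preinc 15 min RT; nitrocefin (800 uM stock) to start; A480 q20 s × 4 min; Activity was normalised to no-enzyme and no-compound control wells.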
AmpC no deterg – inhibitors of E. coli AmpC beta-lactamase without detergent; P00811; AmpC nitrocefin hydrolysis, absorbance 480 nm, 0.0001% Triton; Potency, µM (highest dose often 57.1 µM), for the others: top-dose activity change, negative = inhibition, hits mostly inhibitors; 330,000 tested, 0.52% active; AID 485341;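 also: potency is read from the fitted curve at half-maximal effect; plate controls were no compound for no effect and no enzyme for full effect; nearly all actives have a fitted effect of over 20% in size; some results filed as inactive show a strong effect at the top dose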
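AmpC (5.3 nM in the dispensed reagent) in 20 mM phosphate pH 7.0 with 0.01% (detergent screen) or 0.0001% Triton X-100 was preincubated with compounds for 15 min at room temperature. Nitrocefin was then added from an 800 uM solution, and hydrolysis was followed at 480 nm.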
Sm TGR block – inhibitors of Schistosoma mansoni thioredoxin glutathione reductase. Potency, µM (highest dose often 114 µM), for the others: at the highest dose activity change, negative = inhibition, most hits filed as inhibitors. AID 485364. purified TGR, DTNB reduction, TNB absorbance 405 nm. 360,000 tested, 3% active; also: potency is read from the fitted curve at half-maximal effect; nearly all actives have a fitted effect of over 60% in size
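First, TGR (20 nM dispensed) and NADPH were mixed with compound. Second, a 15 min room-temperature incubation followed. Third, further NADPH and then DTNB were added to start the reaction. Finally, TNB absorbance was monitored kinetically.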
HCV inhibitor – inhibitors of hepatitis C virus infection; Potency, µM (highest dose often 41.8 µM), without a hit: at the highest dose activity change, negative = inhibition, hits mostly inhibitors; 340,000 tested, 3.4% active; AID 651820; Huh7.5.1 HCVcc-Cre infection, luciferase reporter, 44 h; also: potency is read from the fitted curve at half-maximal effect
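Infectious HCV cell culture screen: compound-treated cells (1,000/well, pre-plated 4 h) are infected with HCVcc-Cre at roughly 0.5 moi and grown 44 h. Infection is quantified by luciferase signal after 15 min substrate incubation at room temperature.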
HCMV inh – blocks human cytomegalovirus replication. 410,000 tested, 4.5% active. activity change, negative = inhibition, % at 57.5 µM. AID 1259415. HFF cells, HCMV-luciferase reporter, 72 h; active compounds read low; in the data active = activity change below about -60%; inconclusive = no clear call, values can overlap the other calls; inactive = above about -39%
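After 16 h attachment at 37C, HFF cells received test compound and HCMV-luciferase (1 PFU/cell); reporter luminescence read 72 h later, data normalized against buffer-only and known inhibitor Salinomycin.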
Giardia FBPA inh – blocks Giardia fructose-bisphosphate aldolase activity | A8B2U2 | purified Giardia FBPA | Potency, µM (series often up to 59.6 µM), inactives show top-dose activity, negative = inhibition, hits mostly inhibitors | 290,000 tested, 0.71% active | AID 2451; also: potency is read from the fitted curve at half-maximal effect; nearly all actives have a fitted effect of over 55% in size
Target sequence (A8B2U2 whole entry, looked up): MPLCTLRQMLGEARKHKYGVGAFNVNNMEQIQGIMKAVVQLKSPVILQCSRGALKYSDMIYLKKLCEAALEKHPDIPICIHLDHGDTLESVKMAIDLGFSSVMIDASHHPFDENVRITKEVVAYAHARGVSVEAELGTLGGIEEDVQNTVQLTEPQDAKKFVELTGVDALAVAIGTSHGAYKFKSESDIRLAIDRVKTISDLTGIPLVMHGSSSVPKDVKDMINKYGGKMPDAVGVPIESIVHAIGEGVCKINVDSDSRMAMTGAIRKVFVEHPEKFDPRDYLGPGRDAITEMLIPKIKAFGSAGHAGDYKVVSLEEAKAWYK
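40 nM FBPA preincubated 10 min at RT with compound (up to 57.5 uM final), then substrate plus GAPDH/TPI/NAD/arsenate coupling and diaphorase/resazurin added. Fluorescence read after 20 min at RT, 525/598 nm.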
An asterisk follows results filed as active; ? = inconclusive; nt = not tested or not shown; & = joins results of further samples; [ ] = dose if it differs, or a comment. Unless noted, calls follow the shape of the dose curve; as a rule, active = well fitted curve in the direction sought with a large enough effect; inconclusive = small, poorly fitted or top-dose-only effect, or another doubt; inactive = no such curve, though single readings can be large; an effect the other way counts as inactive or inconclusive. Unless noted, % is scaled to controls: 0 for no effect and ±100 for the full control effect.

Compound | AmpC inh detg | Giardia FBPA inh | HCMV inh | HCV inhibitor | AmpC no deterg | Sm TGR block
COCCCn1c(SCC(=O)N(C)C)nnc1-c1ccccc1 | -10% | 20% | 14 | 10% | -15% | -1%
CCN(CC)S(=O)(=O)c1ccc(NC(=O)C(C)N(c2ccc(OC)cc2)S(C)(=O)=O)cc1 (centres undefined) | ? | -12% | -12 | 10µM* | -9% | ?
Fc1ccc(C(NCCc2ccc(Cl)cc2)c2nnc(-c3ccccc3Cl)o2)cc1 (centres undefined) | 17% | nt | 12 | nt | nt | -2%
CCCN1CCC(=O)N([C@H](CSc2ccc(Br)cc2)Cc2ccccc2)CC1 | 4% | 3% | -17 | -11% | 234%[activator] | -27%
CCCOc1ccc(CN(C(=O)c2cc(=O)c3ccc(C)cc3o2)C2CCS(=O)(=O)C2)cc1 (centres undefined) | -3% | nt | -5 | nt | nt | -1%
COc1ccc(-c2cn(-c3ccccc3)c(=S)[nH]2)cc1OC | 1% | 8% | -22 | 10µM* | -12% | -35%
COc1ccc(OCC(=O)Nc2ccc(S(=O)(=O)N3CCN(C)CC3)cc2)cc1 | 1% | 3% | -7 | -5% | 38% | 7%
CCN1C(=O)/C(=C2/C=CC=CN2C)SC1=S | -9% | -6% | 74 | 7% | -21% | 3%
O=[N+]([O-])c1ccc(S(=O)(=O)Nc2ccncc2)cc1 | ? | 10% | -26 | -8% | -18% | 5%
Cc1cc(C)cc(Nc2nc3ccccc3c(=O)[nH]2)c1 | 0% | -5% | ? | 12% | -53% | -1%
CCC(=O)NC(=S)Nc1cc(C(=O)O)ccc1OC | 5% | 5% | 0 | ? | -17% | -1%
CCOC(=O)N1CCN(C(=O)c2cccn3c(=O)c4cc(Br)ccc4nc23)CC1 | 2% | 3% | 17 | 2% | -11% | -7%
COCCN(C(=O)CSc1nc2nc(C)cc(C)n2n1)c1c(N)n(Cc2ccccc2)c(=O)[nH]c1=O | 8% | 2% | 8 | 15% | -14% | 2%
CC(=O)N1CCN(C(=O)CCc2c[nH]c3ccccc23)CC1 | -10% | 1% | -4 | -1% | -8% | 0%
COc1ccc(S(=O)(=O)Nc2cccc3c2O[C@H](CN(C)Cc2ccncc2)[C@@H](C)CN([C@H](C)CO)C3=O)cc1 | nt | nt | -2 | 6% | 164%[activator] | nt
COc1ccc(C2CC(c3ccc(Br)cc3)=NN2C(=O)CCC(=O)O)cc1OC (centres undefined) | -8% | 5% | -8 | 11% | -21% | -20%
O=C(Nc1cc(Cl)cc(Cl)c1)C1CCC(=O)N1Cc1ccccc1Cl (centres undefined) | 8% | 1% | -36 | 0% | 21% | 3%
CC(=O)c1cc2c(cc1NC(=O)CSc1ccc(S(=O)(=O)N(C)C)cn1)OCO2 | 8% | nt | -12 | ? | 5% | 7%
Cc1cccc(OCCSc2nc3ccccc3n2CC(=O)N2CCOCC2)c1 | 8% | nt | 1 | nt | nt | 37%[activator]
COC(=O)C1CCN(C(=O)COC(=O)c2cccc(NS(=O)(=O)c3ccccc3)c2)CC1 | 0% | nt | -17 | -1% | -4% | -12%
COc1ccc(Cn2c(S(=O)(=O)CC(N)=O)nc3ccccc32)cc1[N+](=O)[O-] | -1% | -8% | nt | nt | -13% | -18%
S=C=Nc1cccc(C2(N3CCCCC3)CCCCC2)c1 | ? | 2% | ? | ? | 25% | ?
O=C(CCC1CCCN(C(=O)c2ccoc2)C1)NCc1ccc(F)c(F)c1 (centres undefined) | -11% | 2% | -25 | 20% | -6% | nt
COc1cc(C(=O)O[C@H]2C/C(C)=C/CC[C@]3(C)O[C@@H]3C(O)C2C(C)C)cc(OC)c1OC (some centres undefined) | -10% | -14% | -27 | -13% | 119%[activator] | -3%
COc1cccc(CNS(=O)(=O)c2ccc3c(c2)C(C)(C)C(=O)N3C)c1 | -5% | nt | nt | 0% | -7% | 6%
Cc1cccc(CCNC(=O)CCS(=O)(=O)c2ccc3nc(C)sc3c2)c1 | ? | 0% | 14 | -2% | 32% | 0%
O=c1[nH]c(=O)n(Cc2ccccc2)c2nc(-c3ccc(Oc4ccc(F)cc4)c([N+](=O)[O-])c3)n(CCO)c12 | -3% | -3% | -64* | ? | 37% | -14%
O=C(Nc1ccc(Cl)cc1)C1C2CCCCC21 (centres undefined) | 1% | -1% | 58 | -9% | -20% | -4%
CSc1ccc(S(=O)(=O)Nc2ccc(NC(C)=O)cc2)cc1 | -7% | 1% | 7 | -5% | -30% | -10%
CCOC(=O)C1=C(CN2CCN(c3ccc(F)cc3)CC2)NC(=O)NC1c1cccs1 (centres undefined) | -14% | 1% | 4 | ? | -10% | 0%
CO/N=C/NC(=O)c1c(OC)ccnc1Oc1ccc(F)cc1 | -13% | 1% | -31 | ? | -8% | 4%
CC1=CS(=O)(=O)CC1SC(=S)N(C)C1CCS(=O)(=O)C1 (centres undefined) | -1% | 1% | -35 | 9% | -8% | -2%
Cc1nn(CCC(=O)O)c2nc(-c3cccnc3)cc(C(F)(F)F)c12 | ? | 0% | 9 | ? | -14% | 3%
NC(=O)C1CCN(C(c2ccccc2Cl)c2nnnn2CC2CCCO2)CC1 (centres undefined) | ? | -3% | -16 | 12% | -12% | -1%
CCCc1oc(C(=O)O)cc1CN | -8% | 7% | 6 | -2% | -8% | 0%
O=C(CCSc1nc(-c2ccc3c(c2)OCO3)cc(C(F)(F)F)n1)NCc1ccco1 | -12% | 1% | -32 | ? | -10% | 0%
CCOC(=O)C1CCCN(C(=O)C2CCN(S(=O)(=O)c3c(C)noc3/C=C/c3ccccc3F)CC2)C1 (centres undefined) | ? | -6% | -28&-2 | -13% | 35% | 3%&-1%
O=C(NCCN1CCCC1)C(c1ccccc1)c1ccccc1 | 6% | -6% | -11 | 5% | -4% | 7%
COc1ccc(CN(C)CC(O)COC(c2ccc(OC)cc2)c2ccc(OC)cc2)cc1 (centres undefined) | 0% | -1% | 12 | ? | 77%[activator] | 1%
O=C(CNC(=S)N(CCCN1CCOCC1)Cc1cccs1)NCc1ccc(Cl)cc1 | 4% | nt | 0 | -1% | 175%[activator] | -9%
Nc1nc2nccc(-c3cccnc3)n2n1 | -11% | 0% | -5 | 19% | -3% | -3%
Cc1ccc(C(c2nnnn2CS(=O)(=O)c2ccc(C)cc2)N2CCN(c3ncccn3)CC2)cc1 (centres undefined) | ? | -20% | 33 | -7% | -20% | -10%
CCC(C(=O)Nc1ccc(C(=O)Nc2ccccc2C(=O)O)cc1)c1ccccc1 (centres undefined) | -10% | nt | -38 | 6% | -32% | -4%
Cc1ccc(C)n1-c1sc2c(c1C#N)CCC(C)C2 (centres undefined) | ? | -10% | ? | -2% | -33% | -9%
CC(C)C12CN3CC(C(C)C)(CN(C1)C3c1ccc3c(c1)OCO3)C2=O (centres undefined) | 0% | 2% | 46 | 9% | -13% | 9%
CCOc1ccccc1C(=O)NCCCn1ccnc1 | -12% | -20% | 26 | 31%[activator] | -22% | -6%
Cc1ccc(C(=O)NCCc2n[nH]c(=S)n2C)cc1 | 8% | -14% | 84 | 15% | -6% | nt
O=C(CN(CC1CCCO1)C(=O)CNS(=O)(=O)c1ccc(F)cc1)NC1CCCCC1 (centres undefined) | 2% | nt | -11 | ? | 20% | 89%[activator]

Eleven entries from above, with two lines to a compound:
Order of values: AmpC inh detg, Giardia FBPA inh, HCMV inh, HCV inhibitor, AmpC no deterg, Sm TGR block
CCCc1oc(C(=O)O)cc1CN
→ -8%, 7%, 6, -2%, -8%, 0%
O=C(CCSc1nc(-c2ccc3c(c2)OCO3)cc(C(F)(F)F)n1)NCc1ccco1
→ -12%, 1%, -32, ?, -10%, 0%
CCOC(=O)C1CCCN(C(=O)C2CCN(S(=O)(=O)c3c(C)noc3/C=C/c3ccccc3F)CC2)C1 (centres undefined)
→ ?, -6%, -28&-2, -13%, 35%, 3%&-1%
O=C(NCCN1CCCC1)C(c1ccccc1)c1ccccc1
→ 6%, -6%, -11, 5%, -4%, 7%
COc1ccc(CN(C)CC(O)COC(c2ccc(OC)cc2)c2ccc(OC)cc2)cc1 (centres undefined)
→ 0%, -1%, 12, ?, 77%[activator], 1%
O=C(CNC(=S)N(CCCN1CCOCC1)Cc1cccs1)NCc1ccc(Cl)cc1
→ 4%, nt, 0, -1%, 175%[activator], -9%
Nc1nc2nccc(-c3cccnc3)n2n1
→ -11%, 0%, -5, 19%, -3%, -3%
Cc1ccc(C(c2nnnn2CS(=O)(=O)c2ccc(C)cc2)N2CCN(c3ncccn3)CC2)cc1 (centres undefined)
→ ?, -20%, 33, -7%, -20%, -10%
CCC(C(=O)Nc1ccc(C(=O)Nc2ccccc2C(=O)O)cc1)c1ccccc1 (centres undefined)
→ -10%, nt, -38, 6%, -32%, -4%
Cc1ccc(C)n1-c1sc2c(c1C#N)CCC(C)C2 (centres undefined)
→ ?, -10%, ?, -2%, -33%, -9%
CC(C)C12CN3CC(C(C)C)(CN(C1)C3c1ccc3c(c1)OCO3)C2=O (centres undefined)
→ 0%, 2%, 46, 9%, -13%, 9%

Going on with the list.
Compound | AmpC inh detg | Giardia FBPA inh | HCMV inh | HCV inhibitor | AmpC no deterg | Sm TGR block
O=C1CC(C(=O)Nc2cccc3ccccc23)C2(CCCC2)O1 (centres undefined) | 2% | -14% | 53 | 2% | -3% | 1%
CCN(CC(=O)Nc1cc(Cl)ccc1C)C(=O)Cn1c(=O)cnc2ccccc21 | -20% | nt | -4 | 2% | 9% | -1%
Cc1cc(C)c2c(c1)C(=O)/C(=C/c1ccc(C(=O)O)cc1)CC2 | -3% | 9% | 13 | 16% | -30% | -15%
CCCCc1n[nH]c(=S)n1Cc1ccc(C)cc1 | ? | -5% | ? | 12% | -32% | 2%
Cc1cc(C)n(CCN(C)C(=O)CCc2nnc(CCC3CCCCC3)o2)n1 | 3% | -2% | 35 | 9% | 158%[activator] | -16%
COc1cccc(NC(=O)c2ccc(NC(=O)C(C)C)cc2)c1 | -5% | -2% | 43 | ? | -13% | -5%
CN(CCOc1ccc(Cl)cc1)C(=O)C1CCN(C(=O)c2ccc(Cl)cc2)CC1 | -6% | nt | ? | ? | 197%[activator] | -18%
COc1ccc(S(=O)(=O)NNC(=O)C23CC4CC(CC(C4)C2)C3)cc1 | 5% | nt | 83 | -4% | -2% | 0%
CCn1c(SCC(=O)NCC2CCCO2)nc2c(c1=O)SCC2 (centres undefined) | -10% | nt | -15 | nt | -4% | -13%

Screening results deposited in PubChem by National Center for Advancing Translational Sciences (NCATS).
